G9a block = qHTS Assay for Inhibitors of Histone Lysine Methyltransferase G9a | G9a H3K9 monomethylation, AlphaScreen, 2 h | Histone-lysine N-methyltransferase EHMT2 (Homo sapiens), Q96KQ7 | Potency, µM (titrated, usually from 102 µM), for inactives: at the highest dose activity, negative = inhibition, hits mostly inhibitors | 350,000 tested, 8.8% active; also: % is scaled to controls: 0 for no effect and ±100 for the full control effect; nearly all actives have a fitted effect of over 75% in size
Target sequence (Q96KQ7 913-1193 limits assumed): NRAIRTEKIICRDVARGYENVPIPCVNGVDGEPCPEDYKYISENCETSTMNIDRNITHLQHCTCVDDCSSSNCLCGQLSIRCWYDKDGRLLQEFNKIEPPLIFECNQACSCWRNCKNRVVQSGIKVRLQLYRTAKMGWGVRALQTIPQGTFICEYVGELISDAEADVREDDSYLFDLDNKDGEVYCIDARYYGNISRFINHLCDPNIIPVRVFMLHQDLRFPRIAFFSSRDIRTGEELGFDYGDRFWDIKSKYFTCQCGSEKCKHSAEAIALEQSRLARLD
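Compounds were preincubated with 20 nM G9a for 15 min, after which biotinylated H3K9 peptide (500 nM) and SAM (20 uM) started a 2 h room-temperature reaction. Monomethylated product was quantified by antibody-based AlphaScreen chemiluminescence.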
BLM helicase inh = qHTS Assay for Inhibitors of Bloom's syndrome helicase (BLM) | RecQ-like DNA helicase BLM (Homo sapiens), P54132 | recombinant BLM DNA unwinding, fluorescence dequenching | Potency, µM (highest dose often 56.1 µM), for the others: top-dose activity change, negative = inhibition, usual class: inhibitors | 350,000 tested, 0.2% active | AID 2528, 2010;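 also: plate controls were vehicle for no effect and no enzyme for full effect; nearly all actives have a fitted effect of over 35% in size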
GLS inhibitor = qHTS for Inhibitors of Glutaminase (GLS) | Glutaminase kidney isoform, mitochondrial (Homo sapiens), O94925 | 410,000 tested, 0.21% active | AID 624170, 2012 | GLS enzymatic activity, qHTS titration | Potency, µM (titrated, usually from 45.5 µM), without a hit: at the top dose activity change, negative = inhibition, actives largely listed as inhibitors; also: % is scaled to controls: 0 for no effect and ±100 for the full control effect
Target sequence (O94925 whole entry, looked up, canonical isoform): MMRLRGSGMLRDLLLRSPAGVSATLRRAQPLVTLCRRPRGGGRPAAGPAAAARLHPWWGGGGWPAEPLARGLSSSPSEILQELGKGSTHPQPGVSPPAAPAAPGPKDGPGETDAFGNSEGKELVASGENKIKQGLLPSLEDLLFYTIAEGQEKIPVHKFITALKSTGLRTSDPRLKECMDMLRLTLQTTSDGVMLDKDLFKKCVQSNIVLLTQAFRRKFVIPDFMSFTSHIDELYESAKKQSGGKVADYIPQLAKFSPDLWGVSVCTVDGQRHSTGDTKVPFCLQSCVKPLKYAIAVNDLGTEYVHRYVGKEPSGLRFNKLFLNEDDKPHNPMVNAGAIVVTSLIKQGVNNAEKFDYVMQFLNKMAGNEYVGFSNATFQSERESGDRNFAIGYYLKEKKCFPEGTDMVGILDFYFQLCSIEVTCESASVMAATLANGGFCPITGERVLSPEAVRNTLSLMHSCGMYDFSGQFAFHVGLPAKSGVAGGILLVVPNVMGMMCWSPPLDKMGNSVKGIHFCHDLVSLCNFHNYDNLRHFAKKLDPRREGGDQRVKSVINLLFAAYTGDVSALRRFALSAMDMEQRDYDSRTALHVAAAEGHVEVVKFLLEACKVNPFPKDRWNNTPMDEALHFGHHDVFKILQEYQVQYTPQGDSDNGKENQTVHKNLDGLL
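Two-point fluorescence kinetic (t0, 30 min RT) for hKGA; glutamate detected via glutamate oxidase–HRP–Amplex Red. Substrate: 1 mM L-glutamine solution; buffer 45 mM KH2PO4, pH 8.2.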
HP1b chromo inh = HTS for Inhibitors of HP1-beta Chromodomain Interactions with Methylated Histone Tails | Chromobox protein homolog 1 (Homo sapiens), P83916 | AlphaScreen HP1-beta / biotin-H3K9me3 peptide binding | Potency, µM (series often up to 114 µM), without a hit: at the highest dose activity change, negative = inhibition, usual class: inhibitors | 390,000 tested, 0.56% active; also: nearly all actives have a fitted effect of over 70% in size; inactives centre near 23
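AlphaScreen: HP1-beta (50 nM) preformed 30 min with biotin-H3(1-18)K9me3 peptide (50 nM) in PBS pH 7.4, 0.01% Tween-20. Compound added for 30 min at RT, then streptavidin donor/nickel chelate acceptor beads (10 ug/mL) for 30 min.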
Pin1 inhibitor = qHTS Assay to Find Inhibitors of Pin1. Peptidyl-prolyl cis-trans isomerase NIMA-interacting 1 (Homo sapiens), Q13526. 390,000 tested, 0.009% active. Potency, µM (titrated, usually from 115 µM), inactives show at the highest dose activity, negative = inhibition, usual class: inhibitors. AID 504891, 2011. Pin1 FP peptide displacement, HiFluor488, 10 min; active = well fitted inhibition curve with a large enough effect in the polarisation, with a control signal flat, not every such curve was filed as active; inconclusive = small, poorly fitted or top-dose-only effect, or effect the other way, or a change in a side signal; inactive = no such curve, though single readings can be large or run the other way; the % refers to the polarisation; also: % is scaled to controls: 0 for no effect and ±100 for the full control effect
Target sequence (Q13526 whole entry, looked up): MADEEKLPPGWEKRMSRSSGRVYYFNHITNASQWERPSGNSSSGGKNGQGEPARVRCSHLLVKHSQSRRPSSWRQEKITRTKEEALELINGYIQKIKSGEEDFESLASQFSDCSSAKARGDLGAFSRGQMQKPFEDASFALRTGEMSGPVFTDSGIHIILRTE
Tb PGK inh = qHTS Assay to Find Inhibitors of Phosphoglycerate Kinase | PGK/GAPDH coupled, Kinase-Glo luminescence, 60 min | Potency, µM (titrated, usually from 57.5 µM), inactives show at the highest dose activity change, negative = inhibition, usual class: inhibitors | 380,000 tested, 0.043% active; also: % is scaled to controls: 0 for no effect and ±100 for the full control effect; nearly all actives have a fitted effect of over 60% in size
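Luminescent ATP detection (Kinase-Glo Plus) follows a 60-minute room-temperature incubation, with wells lacking PGK as controls. Buffer: 100 mM TEA (pH 7.6), 5 mM MgCl2, 0.01% Tween-20. Coupling enzyme GAPDH (100 nM final) supplies unstable 1,3-BPG in-well.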
BAZ2B block = qHTS Assay for Inhibitors of BAZ2B; AlphaScreen BAZ2B-H3K14Ac peptide displacement; Potency, µM (series often up to 114 µM), for the others: top-dose activity change, negative = inhibition, hits mostly inhibitors; 360,000 tested, 4.4% active; AID 504333, 2011; also: % is scaled to controls: 0 for no effect and ±100 for the full control effect; nearly all actives have a fitted effect of over 60% in size
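BAZ2B 50 nM plus b-H3(5-23)K14Ac 50 nM, PBS pH 7.4/0.01% Tween-20, 30 min RT; compound added (max 110 uM), 30 min RT; streptavidin donor/Ni-chelate acceptor beads 10 ug/mL final, 20 min dark; AlphaScreen read.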
JMJD2A Tudor = qHTS Assay for Inhibitors of JMJD2A-Tudor Domain. Lysine-specific demethylase 4A (Homo sapiens), O75164. AlphaScreen JMJD2A-Tudor / H3K4me3 peptide binding. Potency, µM (highest dose often 114 µM), for inactives: at the highest dose activity change, negative = inhibition, hits mostly inhibitors. 390,000 tested, 4.4% active; also: % is scaled to controls: 0 for no effect and ±100 for the full control effect; nearly all actives have a fitted effect of over 50% in size
Pol iota inh = qHTS for Inhibitors of Polymerase Iota | Potency, µM (titrated, usually from 115 µM), for inactives: at the highest dose activity, negative = inhibition, actives largely listed as inhibitors | Pol iota fluorescent replication assay, 10 min | 390,000 tested, 1% active | DNA polymerase iota (Homo sapiens), Q9UNA4
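Pol iota at 10 nM preincubated 15 min with compounds at room temperature; reaction started with fluorescent substrate, 50 nM final. Fluorescence read kinetically at 0 and 10 min; buffer-only wells as negative control.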
An asterisk follows results filed as active; i = inactive; u = inconclusive; x = not tested or not shown; & = joins results of further samples; [ ] = another dose, or the depositor's remark. Unless noted, calls follow the shape of the dose curve; as a rule, active = well fitted curve in the direction sought with a large enough effect; inconclusive = small, poorly fitted or top-dose-only effect, or another doubt; inactive = no such curve, though single readings can be large; an effect the other way counts as inactive or inconclusive. Potency is read from the fitted curve at half-maximal effect. Only part of the results is shown (hit frequency here may not be typical).

item	SMILES	Pin1 inhibitor	BAZ2B block	GLS inhibitor	BLM helicase inh	Pol iota inh
1	CCCCOc1ccc(C(=O)Nc2onc3c2CCCC3)cc1	5%	2%	1%	-6%	44%[activator]
2	C[C@@H]1CN([C@@H](C)CO)C(=O)c2cc(NC(=O)C3CC3)ccc2O[C@@H]1CN(C)Cc1ccc(Cl)c(Cl)c1	3%	x	-6%	x	u
3	C=CCN(Cc1ccc(OC)c(OC)c1)C(=O)c1cc2cc(F)ccc2[nH]1	-1%	-33%	14%	-10%	-16%
4	O=C(COC(=O)c1ccco1)Nc1cc(S(=O)(=O)N2CCCCC2)ccc1Cl	-4%	x	-6%	x	24%
5	O=C(OCC1CCCO1)c1ccc2c(c1)N(Cc1cccc(F)c1)C(=O)c1ccccc1S2(=O)=O (centres undefined)	35%[activator]	0%	-1%	-6%	30%
6	O=C(NCC12CC3CC(CC(C3)C1)C2)c1cc2nc(-c3ccc(Cl)cc3)cc(C(F)(F)F)n2n1	0%	-6%	2%	-2%	u
7	C/C(CC(=O)Nc1ccc(C)c(Cl)c1)=N\NC(=O)c1cccc(O)c1	-2%	-16%	-33%	-11%	146%[activator]
8	O=C(O)c1cc(-c2ccc(/C=C3\NC(=O)N(c4ccc(Cl)cc4)C3=O)o2)ccc1Cl	u	45µM*	20µM*	52%[activator]	10µM*

item	HP1b chromo inh	Tb PGK inh	G9a block	JMJD2A Tudor
1	46%[activator]	-9%	1%[59 µM]	-4%
2	24%	-5%	x	-29%
3	37%	2%	2%	-35%
4	30%	2%	x	-8%
5	37%	1%	6%[59 µM]	-5%
6	13%	-8%	15%[59 µM]	-9%
7	41%[activator]	-1%	x	-8%
8	u	32µM*	10µM*	32µM*

The last four entries of the section above are carried over, then new ones follow:
item	SMILES	Pin1 inhibitor	BAZ2B block	GLS inhibitor	BLM helicase inh	Pol iota inh
5	O=C(OCC1CCCO1)c1ccc2c(c1)N(Cc1cccc(F)c1)C(=O)c1ccccc1S2(=O)=O (centres undefined)	35%[activator]	0%	-1%	-6%	30%
6	O=C(NCC12CC3CC(CC(C3)C1)C2)c1cc2nc(-c3ccc(Cl)cc3)cc(C(F)(F)F)n2n1	0%	-6%	2%	-2%	u
7	C/C(CC(=O)Nc1ccc(C)c(Cl)c1)=N\NC(=O)c1cccc(O)c1	-2%	-16%	-33%	-11%	146%[activator]
8	O=C(O)c1cc(-c2ccc(/C=C3\NC(=O)N(c4ccc(Cl)cc4)C3=O)o2)ccc1Cl	u	45µM*	20µM*	52%[activator]	10µM*
9	O=C(CNC(=O)c1ccccc1)NCC(=O)OCC(=O)c1ccc2ccccc2c1	-1%	x	x	x	-26%
10	CN(Cc1cn[nH]c1-c1ccc(-c2ccccc2)cc1)CC1CCOCC1	4%	-18%	8%	2%	-18%
11	COc1ccccc1N1CCN(C2CCCN(Cc3ccccc3OCCO)C2)CC1 (centres undefined)	-10%	0%	18%	-1%	18%
12	COc1ccc(Nc2ncnc3sc(-c4ccccc4)cc23)c(OC)c1	-1%	8%	7%	-15%	15%
13	Cc1ccc(SC(C)C(=O)N2CCCC2)cc1 (centres undefined)	u	-2%	3%	-1%	0%
14	Cc1nnc(SCC(=O)Nc2sc3c(c2C(=O)c2ccccc2)CCCC3)s1	-6%	u	5%	-4%	15%
15	Cc1cc(NC(=O)c2cccc(C)c2[N+](=O)[O-])no1	-1%	1%	6%	-3%	98%[activator]
16	CCCCN1C(=O)N(CCc2ccc(F)cc2)S(=O)(=O)c2cc(C(F)(F)F)ccc21	u	x	-5%	x	45%[activator]

item	HP1b chromo inh	Tb PGK inh	G9a block	JMJD2A Tudor
5	37%	1%	6%[59 µM]	-5%
6	13%	-8%	15%[59 µM]	-9%
7	41%[activator]	-1%	x	-8%
8	u	32µM*	10µM*	32µM*
9	17%[57 µM]	x	x	-10%[57.1 µM]
10	18%	6%	-2%	-19%
11	27%	i	79µM*	-16%
12	109%[activator]	i	x	49%[activator]
13	8%	x	-5%[59 µM]	-9%
14	15%	i	u	-21%
15	23%	1%	u	-15%
16	88%[activator]	3%	x	34%

Other compounds follow:
item	SMILES	Pin1 inhibitor	BAZ2B block	GLS inhibitor	BLM helicase inh	Pol iota inh
17	Cc1cccc(C)c1OCC(=O)N/N=C/c1ccc2c(c1)OCO2	2%	0%	5%	0%	7%
18	CN(Cc1c(F)cccc1Cl)C(=O)CNC(=O)c1cccs1	-2%	6%	19%	1%	4%
19	O=C(Nc1cccnc1)c1ccc(NS(=O)(=O)c2cc([N+](=O)[O-])ccc2Cl)cc1	u	79µM*	-8%	-13%	u
20	CCOc1ccccc1C1C(C(=O)OC)=CN(C)C=C1C(=O)OC	u	7%	35%[activator]	-1%	22%
21	COc1ccc(C(C(=O)NC2CCCCC2)N(C(=O)c2ccco2)c2ccccc2C(C)=O)cc1 (centres undefined)	-3%	-20%	-12%	-2%	77%[activator]
22	O=C(NCc1ccccn1)C(F)(F)C(F)(F)C(=O)NCc1ccccn1	-3%	-1%	-8%	-1%	-6%
23	O=S(=O)(c1ccc(SCc2ccccc2)nc1)N1CCCCC1	9%	3%	-3%	x	-22%
24	COc1ccc(Cl)cc1NC(=O)Nc1ccc(C(=O)N2CCCC2)cc1	u	u	-15%	-8%	10%

item	HP1b chromo inh	Tb PGK inh	G9a block	JMJD2A Tudor
17	48%[activator]	-1%	3%[12.7 µM]	-12%
18	42%[activator]	3%	16%	-10%
19	20%	8%	50µM*	-17%
20	83%[activator]	5%	14%	75%[activator]
21	21%	1%	-4%	-11%
22	52%[activator]	0%	u	-13%
23	35%	-9%	-21%[12.7 µM]	-16%
24	41%[activator]	-4%	x	-16%

Individual results from the results shown.
entry 21 in JMJD2A Tudor: -11%
entry 2 in Pin1 inhibitor: 3%
entry 11 in BLM helicase inh: -1%
entry 18 in Pin1 inhibitor: -2%

Next part:
item	SMILES	Pin1 inhibitor	BAZ2B block	GLS inhibitor	BLM helicase inh	Pol iota inh
25	CC(C)Sc1nc2c([nH]c3ccccc32)c(=O)n1C	u	x	5%	-3%	45%[activator]
26	C/C=C/c1ccc(OCC(=O)Nc2cc(C(F)(F)F)ccc2N2CCOCC2)c(OC)c1	4%	-1%	-2%	-4%	-4%
27	O=C(C1COc2ccccc2O1)N1CCN(c2ccccc2Cl)CC1 (centres undefined)	4%	x	-3%	-5%	31%[activator]
28	COc1ccc(NC(=O)CN2C(=O)NC3(CCCc4ccccc43)C2=O)c(OC)c1 (centres undefined)	-7%	x	17%	x	7%
29	O=C(NP(=O)(N1CCCC1)N1CCCC1)C1=C(N2CCOCC2)/C(=C/c2cccc([N+](=O)[O-])c2)CC1	u	45µM*	0%	-10%	-13%
30	Cc1cc(OCC(=O)NC(Cc2c[nH]c3ccccc23)C(=O)O)ccc1Cl (centres undefined)	49%	-15%	14%	-4%	33%[activator]
31	O=C(Nc1cccc(Oc2c(F)c(F)c(F)c(F)c2F)c1)N1C[C@@H]2C[C@@H](C1)c1cccc(=O)n1C2	5%	7%&-25%	2%	1%&-3%	9%
32	CC(C)(C)C(=O)c1cnc(Nc2ccccc2Cl)s1	-2%	-5%	6%	-9%	-2%

item	HP1b chromo inh	Tb PGK inh	G9a block	JMJD2A Tudor
25	0%	-1%	-44%	-3%
26	28%	-9%	-10%[12.7 µM]	-12%
27	68%[activator]	i	7%	14%
28	20%	15%	x	-11%
29	-6%	-4%	45µM*	-25%
30	13%	x	8%[59 µM]	-16%
31	6%	2%	7%	-9%
32	70%[activator]	-1%	2%[59 µM]	18%

More entries follow.
item	SMILES	Pin1 inhibitor	BAZ2B block	GLS inhibitor	BLM helicase inh	Pol iota inh
33	Cc1cc(NC2CCCCC2)n2c(n1)nc1ccccc12	2%	-1%	-1%	3%	3%
34	COc1ccsc1C(=O)N1CCN(Cc2ccc3c(c2)OCO3)CC1	-1%	4%	3%	-2%	9%
35	Cc1ccc2[nH]c3c(N4CCN(Cc5ccccc5)CC4)ncnc3c2c1	u	u	6%	-10%	2%
36	Cc1c(C)c2ccc(OCC(=O)N3CCC(C(=O)O)CC3)cc2oc1=O	-12%	-7%[57.1 µM]	-6%	-10%	5%
37	COc1ccc(CNC(=O)COC(=O)c2c(-c3c(F)cccc3Cl)noc2C)cc1OC	14%	5%	4%	-4%	35%[activator]
38	CCOC(=O)c1c(-c2ccc(C)o2)csc1NC(=S)NC(=O)N(C)C	-5%	45µM*	28%	-13%	16%
39	CC(=O)Nc1ccc(NC(=O)C(C)Sc2nnc(C3CC3)n2-c2ccccc2)cc1 (centres undefined)	-3%	-2%	-7%	x	29%
40	COc1ccc(N2CCN(C(=O)CN3C(=O)NC4(CCCCC4C)C3=O)CC2)cc1 (centres undefined)	10%	x	29%	x	14%
41	CCCCN(Cc1ccccc1)c1ncnc2nc[nH]c12	6%	-2%	-2%	-3%	-14%
42	CCOc1ccc(N(CC(=O)Nc2nccs2)S(=O)(=O)c2c(C)[nH]c(=O)[nH]c2=O)cc1	1%	-3%	0%	0%	-5%
43	CCCN(Cc1cc2cccc(C)c2[nH]c1=O)S(C)(=O)=O	-4%	11%	-1%	0%	20%

item	HP1b chromo inh	Tb PGK inh	G9a block	JMJD2A Tudor
33	49%[activator]	-2%	2%	-10%
34	25%	-5%	-10%[12.7 µM]	2%
35	-9%	-9%	-30%[12.7 µM]	u
36	36%	-4%	x	-13%
37	24%	-8%	-9%[2.33 µM]	-22%
38	u	6%	u	u
39	36%	i	-7%[59 µM]	-22%
40	-3%	7%	x	-17%
41	47%[activator]	-15%	u	-22%
42	26%	i	15%	-7%
43	43%[activator]	-10%	22%[12.7 µM]	-13%

Compound activity as filed in PubChem BioAssay.
